# ELG1 genotoxic: genotoxicity induction in ELG1-luciferase HEK293T cells; AID 504466; 330,000 tested, 1.3% active; HEK293T ELG1-luciferase reporter, luminescence, 16 h; Potency, µM (doses to about 46 µM), for inactives: at the highest dose activity change, positive = activation, hits mostly activators; note: % of control where 0% means no effect; nearly all actives have a fitted effect of over 60% in size
#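 ELG1-luciferase HEK293T cells, 2,000/well; compound pinned in; 16 hr, 37 °C, 5% CO2; ONE-Glo, 30 min RT; luminescence on CCD imager.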
# MBNL1-CUG inh: MBNL1-poly(CUG) RNA binding inhibition | Q9NR56 | TR-FRET MBNL1-His/biotin-(CUG)12 binding, 665/545 ratio | Potency, µM (series often up to 57.5 µM), without a hit: top-dose activity change, negative = inhibition, hits mostly inhibitors | 280,000 tested, 0.036% active | AID 2675; active = well fitted inhibition curve with a large enough effect in the signal ratio, with a control signal flat, not every such curve was filed as active; inconclusive = small, poorly fitted or top-dose-only effect, or effect the other way, or a change in a side signal; inactive = no such curve, though single readings can be large or run the other way; the % refers to the signal ratio; note: % is set by controls: 0 for no effect and ±100 for the full control effect
#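 Ratiometric TR-FRET (665 over 545 nm, excitation 340 nm) tracks disruption of MBNL1-His/biotin-(CUG)12 complex after 60 min at room temperature, with compounds at 92 nM to 58 uM final.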
# FLuc counter: counter-screen for miR-21 project: firefly luciferase inhibitors or activators. AID 588342. P08659. 360,000 tested, 6.9% active. Potency, µM (doses to about 57.5 µM), for the others: at the top dose activity change, negative = inhibition, hits mostly inhibitors. purified FLuc, Km substrates, luminescence inhibition;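 note: plate controls were vehicle for no effect and reference inhibitor for full effect; nearly all actives have a fitted effect of over 55% in size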
# Target sequence (P08659 whole entry, looked up): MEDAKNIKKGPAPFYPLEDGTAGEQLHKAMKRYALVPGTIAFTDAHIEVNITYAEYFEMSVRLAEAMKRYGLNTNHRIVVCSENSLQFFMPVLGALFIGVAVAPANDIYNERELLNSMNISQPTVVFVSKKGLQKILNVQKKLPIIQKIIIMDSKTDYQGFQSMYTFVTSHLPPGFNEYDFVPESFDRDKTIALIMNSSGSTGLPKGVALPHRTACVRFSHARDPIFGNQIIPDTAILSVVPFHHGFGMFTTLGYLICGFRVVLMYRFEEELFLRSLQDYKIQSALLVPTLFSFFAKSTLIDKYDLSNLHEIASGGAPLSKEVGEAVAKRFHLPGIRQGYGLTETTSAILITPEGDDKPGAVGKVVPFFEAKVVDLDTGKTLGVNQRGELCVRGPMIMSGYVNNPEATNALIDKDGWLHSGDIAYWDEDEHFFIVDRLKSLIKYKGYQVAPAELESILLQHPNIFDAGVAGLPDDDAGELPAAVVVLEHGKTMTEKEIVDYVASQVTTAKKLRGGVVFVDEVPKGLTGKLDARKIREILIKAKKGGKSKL
#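 Purified P. pyralis luciferase, 10 nM final, with Km-level 10 uM D-luciferin and 10 uM ATP in 50 mM Tris acetate pH 7.5, 10 mM Mg acetate, 0.01% Tween-20, 0.05% BSA; 6-point qHTS titration about 60 µM downward; luminescence read.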
# Gal4-VP16 FLuc: inhibits Gal4-VP16 luciferase reporter, ROR gamma counter-screen | Drosophila S2 Gal4-VP16 UAS-luciferase, luminescence, 20 h | Potency, µM (titrated, usually from 53.6 µM), for inactives: at the highest dose activity, negative = inhibition, actives largely listed as inhibitors | 310,000 tested, 3.5% active | AID 2546;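 note: Gal4-VP16 expression switched on by copper sulfate through the metallothionein promoter; % is set by controls: 0 for no effect and ±100 for the full control effect; nearly all actives have a fitted effect of over 50% in size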
# RORg inh: inhibitors of mouse ROR gamma transcriptional activity; Drosophila S2 Gal4-RORgamma UAS-luciferase reporter, 20 h; Potency, µM (top dose mostly 53.6 µM), inactives show at the top dose activity change, negative = inhibition, hits mostly inhibitors; 310,000 tested, 5.4% active; note: % is set by controls: 0 for no effect and ±100 for the full control effect; nearly all actives have a fitted effect of over 60% in size
# Target sequence (P51450 whole entry, looked up, the tested form may be a part): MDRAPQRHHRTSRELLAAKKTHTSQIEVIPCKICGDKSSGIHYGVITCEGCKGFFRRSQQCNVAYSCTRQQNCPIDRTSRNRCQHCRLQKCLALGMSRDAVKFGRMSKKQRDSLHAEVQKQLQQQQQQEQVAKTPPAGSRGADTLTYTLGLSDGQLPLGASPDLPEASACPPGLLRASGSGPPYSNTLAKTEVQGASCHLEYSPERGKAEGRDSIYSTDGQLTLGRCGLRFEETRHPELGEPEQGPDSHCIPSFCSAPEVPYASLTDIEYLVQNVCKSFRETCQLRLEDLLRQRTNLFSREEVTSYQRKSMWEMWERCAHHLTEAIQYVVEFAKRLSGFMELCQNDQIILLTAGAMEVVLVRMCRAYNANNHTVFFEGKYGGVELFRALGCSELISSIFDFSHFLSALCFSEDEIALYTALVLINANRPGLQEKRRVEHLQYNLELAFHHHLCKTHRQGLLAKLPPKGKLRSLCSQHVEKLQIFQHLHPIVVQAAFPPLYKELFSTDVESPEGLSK
#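 Using a luciferase readout, inhibitors were identified by reduced reporter activity in Drosophila cells coexpressing a copper-inducible Gal4–ROR gamma fusion and UAS-driven Photinus luciferase, incubated 20 hr after 700 uM copper sulfate.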
# Rab9 prom act: activators of Rab9 promoter; Huh7 Rab9 promoter-luciferase reporter, luminescence, 24 h; Potency, µM (series often up to 9.22 µM), without a hit: at the highest dose activation, negative = inhibition, hits mostly activators; 320,000 tested, 2.8% active; AID 485297; note: % of control where 0% means no effect; nearly all actives have a fitted effect of over 60% in size
#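 Promoter activation is measured as luciferase luminescence in Huh7 cells stably transfected with a Rab9 promoter–luciferase construct, following 24 h compound exposure at 37 °C and 10 min reagent incubation at ambient temperature.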
# p53 reactivation: re-activators of mutant p53 | Potency, µM (top dose mostly 92.2 µM), without a hit: at the highest dose activity change, positive = activation, usual class: activators | H1299 p53-A138V BP100-luciferase reporter, luminescence, 24 h | AID 504706 | 320,000 tested, 0.063% active; note: % of control where 0% means no effect; nearly all actives have a fitted effect of over 45% in size
#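 p53-null H1299 cells stably carrying temperature-sensitive p53-A138V and a BP100-luciferase reporter were pinned with compounds (4-point, 1:5 series) and held 24 hrs at 37 deg C. Luminescence was read 10 min after detection reagent.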
# MLL CXXC-DNA inh: MLL CXXC-DNA interaction inhibition | Q03164 | MLL-CXXC / FITC-HOXA9 DNA fluorescence polarization | Potency, µM (series often up to 115 µM), inactives show at the highest dose activity change, negative = inhibition, usual class: inhibitors | 290,000 tested, 0.037% active; active = well fitted inhibition curve with a large enough effect in the polarisation, with a control signal flat, not every such curve was filed as active; inconclusive = small, poorly fitted or top-dose-only effect, or effect the other way, or a change in a side signal; inactive = no such curve, though single readings can be large or run the other way; the % refers to the polarisation
#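 Fluorescence polarization: 7 uM MLL-CXXC (stock) preincubated 5 min with compounds, then 50 nM fluorescein-HOX-A9 DNA (stock) added; 30 min ambient. Buffer 50 mM Tris-HCl pH 7.5, 50 mM NaCl, 1 mM DTT, 0.05% BSA.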
# NPC1 prom act: activates the NPC1 promoter; Potency, µM (highest dose often 9.22 µM), inactives show at the highest dose activation, usual class: activators; 320,000 tested, 2.4% active; Huh7 NPC1 promoter luciferase reporter, 24 h;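 note: % of control where 0% means no effect; nearly all actives have a fitted effect of over 60% in size; reporter is driven by a mutant NPC1 promoter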
#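 Luminescence from an NPC1 promoter-driven luciferase reporter in stably transfected Huh7 cells was measured after 24 h compound treatment at 37 °C, followed by 10 min ambient incubation with luciferase detection reagent.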
# uPA surface inh: inhibitors of cell surface uPA generation. cell surface uPA generation assay, qHTS. Potency, µM (highest dose often 38.3 µM), for the others: at the highest dose activity change, negative = inhibition, usual class: inhibitors. 330,000 tested, 0.31% active. AID 540303; active = well fitted inhibition curve with a large enough effect; inconclusive = small, poorly fitted or top-dose-only effect; inactive = no such curve, though single readings can be large or run the other way; tested in mouse RAW 264.7 cells; note: % is set by controls: 0 for no effect and ±100 for the full control effect; nearly all actives have a fitted effect of over 55% in size
# BRCA1 expr up: increases BRCA1 expression; MCF7-BRCA1-FFLuc reporter, luminescence, 48 h; response scale: scaled: vehicle 0%, 10 µM genistein 100%; 380,000 tested, 1.1% active; Potency, µM (doses to about 46.1 µM), for inactives: top-dose activation, hits mostly activators; note: nearly all actives have a fitted effect of over 80% in size; some results filed as inactive show a strong effect at the top dose
#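 Cells: MCF7-BRCA1-FFLuc, 2000/well. Exposure: 48 h, 37 °C, 5% CO2. Read: luminescence, 15 min post-substrate. Controls: genistein 10 microM (maximal activation), DMSO (neutral).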
# * marks the source's active call; other numbers are inactive results; u = inconclusive; x = no result given; & = joins results of further samples; [ ] = another dose, or the depositor's remark. Unless noted, calls come from the whole dose curve; as a rule, active = well fitted curve in the direction sought with a large enough effect; inconclusive = small, poorly fitted or top-dose-only effect, or another doubt; inactive = no such curve, though single readings can be large; an effect the other way counts as inactive or inconclusive. Potency is the fitted concentration of half-maximal effect. A portion of the library. The share of hits here may be higher or lower than overall.
SMILES,ELG1 genotoxic,MBNL1-CUG inh,FLuc counter,Gal4-VP16 FLuc,RORg inh,Rab9 prom act,p53 reactivation,MLL CXXC-DNA inh,NPC1 prom act,uPA surface inh,BRCA1 expr up
O=P(Cc1cc(Br)cc(Br)c1OCCO)(c1ccccc1)c1ccccc1,-13%,0%,0%,-1%,9%,-11%,-3%,6%,-4%,-4%,-5%
COc1ccc(/C=C/C(=O)c2ccc3c4c(cccc24)CC3)cc1OC,-4%,11%,-24%,-9%,u,-23%,-9%,-6%,-12%,-9%,-82%
Cc1nn(C(C)C(=O)NCCCN2CCCC2)c(=O)c2nn(-c3ccccc3)c(C)c12 (stereo not drawn),0%,-4%,0%,4%,-15%,-3%,1%,-5%,-2%,-5%,-19%
CC(=O)c1cc(C#N)c(Oc2cccc(C(F)(F)F)c2)nc1C,1%,-4%,-1%,0%,4%,2%,1%,7%,14%,17%,64%
N#CCCn1cc(C(=O)O)c(-c2cccs2)n1,0%,-3%,-5%,13%,-7%,2%,13%,0%,-9%,0%,-1%
CC(SCc1ccccc1)C(=O)Nc1ccc(F)cc1 (stereo not drawn),-4%,-2%,-15%,-7%,-4%,-5%,3%,-13%,3%,1%,0%
COC(=O)[C@@]12CCCN1[C@H](c1ccc(-c3ccc4c(c3)OCO4)c(OC)c1)[C@H]1C(=O)N(C)C(=O)[C@H]12,-3%,x,-3%,x,x,-4%,-15%,x,3%,4%,2%
O=c1c(-c2ccccc2)cnc2n1CCS2,2%,0%,6%,-6%,15%,1%,0%,0%,-5%,1%,0%
Cc1cc(C)n(-c2cc(N3CCN(S(=O)(=O)c4ccc(C)c(C)c4)CC3)ccc2[N+](=O)[O-])n1,2%,-15%,1%,3%,11%,4%,-6%,4%,1%,-3%,-6%
Cn1cccc1/C=N/n1c(-c2ccccc2)n[nH]c1=S,-1%,8%,-1%,u,14µM*,1%,0%,-9%,1%,1%,-36%
COC(=O)[C@H]1C[C@@H]1[C@H](NC(=O)c1cc(C)on1)c1ccccc1,3%,-14%,1%,-1%&-18%,-7%&-1%,-5%,0%,11%,-8%,9%,6%
CC(C(=O)N1CCOCC1)(c1ccccc1)c1ccccc1,0%,-9%,2%,-4%,20%,-9%,6%,-1%,-3%,8%,1%
CC(C)CCNC(=O)c1ccc(-c2ccccc2)cc1,u,1%,9.5µM*,5%[10 µM],19%,3.5µM*,5%,-8%,u,x,x
CCCCNC(=O)/C(C#N)=C/c1ccc(C(=O)OC)cc1,6%,-3%,-3%,-13%,u,-5%,1%,-9%,-2%,-3%,-5%
C=CCn1c(C)nc2c(cnn2-c2ccccc2)c1=O,0%,-4%,-10%,2%,21%,14%,4%,-19%,-5%,-1%,33%
C=CCNC(=O)CN1CCC(O)(c2ccc(F)cc2)CC1,1%,-1%,-2%,1%,-15%,4%,12%,-3%,0%,13%,10%
Clc1cc(NCc2cccs2)ccc1N1CCOCC1,18µM*,6%,u,5%[0.365 µM],u,u,13%,-2%,u,0%,89%
COc1ccc(N(CC(=O)Nc2ccc(S(=O)(=O)N3CCCCC3)cc2)S(C)(=O)=O)cc1OC,0%,-1%,2%,-1%,34%,3%,-9%,3%,-3%,-1%,-3%
COc1ccccc1NC(=O)CCc1nnc2ccc(N3CCCCC3)nn12,2%,5%,0%,-10%,13%,0%,1%,0%,-3%,-2%,-8%
COCCN(C(=O)COC(=O)CSc1ccccc1)c1c(N)n(Cc2ccccc2)c(=O)[nH]c1=O,2%,x,1%,x,x,-1%,-3%,x,0%,5%,-14%
COc1ccc(Nc2ccc(Cl)nn2)cc1,7%,16%,u,7%,9%,17%,2%,-2%,14%,4%,35%
O=C(CSc1nc(-c2ccccc2)nn1C(=O)c1ccccc1)Nc1cccc([N+](=O)[O-])c1,-9%,u,u,-13%,u,13%,5%,134%[activator],10%,1%,-27%
CN(C)NC(=S)Nc1ccc2nc(-c3ccccn3)c(-c3ccccn3)nc2c1,1%,u,3%,16µM*,13µM*,2%,-1%,9%,-4%,1%,8%
CC1=C(C(=O)Nc2ccc(C(=O)NCCC(C)C)cc2)SCCO1,2%,-7%,-3%,-4%,-21%,1%,0%,-2%,-3%,-7%,21%
Cc1ccc(NC(=O)c2ccc(OCc3c(C)noc3C)cc2)nc1,0%,x,-6%,x,x,2%,-1%,x,3%,-24%,3%

# (continued)
SMILES,ELG1 genotoxic,MBNL1-CUG inh,FLuc counter,Gal4-VP16 FLuc,RORg inh,Rab9 prom act,p53 reactivation,MLL CXXC-DNA inh,NPC1 prom act,uPA surface inh,BRCA1 expr up
O=C(NCc1cccc(C(F)(F)F)c1)c1cccc(Cl)c1Cl,-1%,u,-2%,19%,u,-6%,5%,2%,1%,-29%,-1%
CCN1CCN(C(=O)/C=C/c2ccc(OC)cc2)CC1,6%,u,-1%,x,x,4%,x,-2%,-2%,-2%,63%
CCN(CC(=O)Nc1ccccc1C(F)(F)F)C(=O)CCc1nc2sc3c(c2c(=O)[nH]1)CCCC3,-5%,x,4%,x,x,3%,0%,x,-2%,2%,-14%
COc1ccccc1CNS(=O)(=O)c1cccc(S(=O)(=O)N2CCOCC2)c1,-1%,-8%,-2%,3%,u,-2%,-6%,2%,1%,1%,-22%
COc1cc(COCC(O)CN2C(C)CCCC2C)cc(OC)c1OC (stereo not drawn),-1%,0%,1%,-7%,-3%,1%,x,7%,-4%,-22%,-17%
CC1=C(C)CC(C(=O)Nc2ccc3c(c2)OCO3)C(C(=O)O)C1 (stereo not drawn),4%,-7%,-7%,3%,5%,2%,-8%,-2%,-10%,22%,15%
COc1cccc(CNCCOCCO)c1OC,10%,-4%,2%,-11%,-2%,1%,0%,2%,-5%,2%,5%
COc1cccc(NC(=O)/C=C/c2ccco2)c1,u,14%,11µM*,8%,27%,2.5µM*,6%,0%,u,-7%,u
CC(C)(C)C1=NN=C2c3ccccc3C(=O)C21 (stereo not drawn),5%,u,-10%,-22%,11%,-1%,2%,-2%,-2%,5%,1%
CCCOc1ccc(N2CC(C(=O)Nc3ccccc3OC)CC2=O)cc1 (stereo not drawn),0%,-1%,1%,-10%,7%,0%,0%,6%,0%,12%,1%
CCOC(=O)Nc1ccc(Oc2ccccc2)cc1,18µM*,-4%,13µM*,11%,u,u,43%,-3%,u,-4%,u
O=c1cnc2ccccc2n1Cc1ccccc1C(F)(F)F,-1%,1%,2%,-8%,0%,-1%,-8%,0%,0%,2%,-1%
Cc1ccccc1NC(=O)NC1(C(=O)NCC2CCCO2)CCCCC1 (stereo not drawn),2%,-5%,1%,1%,-35%,-3%,0%,-4%,-2%,7%,-3%
O=C(c1ccncc1)c1ccc(NC(=O)c2cccs2)cc1,-5%,u,u,-8%[10 µM],u,18%,7%,-2%,7%,0%,2%
CCCCN1CNC(=S)N(c2ccccc2OCC)C1,-1%,-8%,u,14µM*,11µM*,-3%,-4%,-2%,1%,5%,-31%

# Entries above that contain fluorine (six):
SMILES,ELG1 genotoxic,MBNL1-CUG inh,FLuc counter,Gal4-VP16 FLuc,RORg inh,Rab9 prom act,p53 reactivation,MLL CXXC-DNA inh,NPC1 prom act,uPA surface inh,BRCA1 expr up
CC(=O)c1cc(C#N)c(Oc2cccc(C(F)(F)F)c2)nc1C,1%,-4%,-1%,0%,4%,2%,1%,7%,14%,17%,64%
CC(SCc1ccccc1)C(=O)Nc1ccc(F)cc1 (stereo not drawn),-4%,-2%,-15%,-7%,-4%,-5%,3%,-13%,3%,1%,0%
C=CCNC(=O)CN1CCC(O)(c2ccc(F)cc2)CC1,1%,-1%,-2%,1%,-15%,4%,12%,-3%,0%,13%,10%
O=C(NCc1cccc(C(F)(F)F)c1)c1cccc(Cl)c1Cl,-1%,u,-2%,19%,u,-6%,5%,2%,1%,-29%,-1%
CCN(CC(=O)Nc1ccccc1C(F)(F)F)C(=O)CCc1nc2sc3c(c2c(=O)[nH]1)CCCC3,-5%,x,4%,x,x,3%,0%,x,-2%,2%,-14%
O=c1cnc2ccccc2n1Cc1ccccc1C(F)(F)F,-1%,1%,2%,-8%,0%,-1%,-8%,0%,0%,2%,-1%

# Compound activity: PubChem BioAssay, National Center for Advancing Translational Sciences (NCATS)
